Screening data from PubChem BioAssay.
Rev-erbA mod: Rev-erb alpha (human) modulation. AID 1259318. Rev-erbα–FITC-DNA binding, fluorescence polarization, 90 min. P20393. activity, % at 10 µM. 370,000 compounds, 0.79% hits;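 active = activity above about 14%, limit read from the data; passing the limit was not always enough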;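 also: 0% = DMSO wells with 35 nM protein and 100% = DMSO wells with 750 nM protein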
Target sequence (P20393 whole entry, looked up): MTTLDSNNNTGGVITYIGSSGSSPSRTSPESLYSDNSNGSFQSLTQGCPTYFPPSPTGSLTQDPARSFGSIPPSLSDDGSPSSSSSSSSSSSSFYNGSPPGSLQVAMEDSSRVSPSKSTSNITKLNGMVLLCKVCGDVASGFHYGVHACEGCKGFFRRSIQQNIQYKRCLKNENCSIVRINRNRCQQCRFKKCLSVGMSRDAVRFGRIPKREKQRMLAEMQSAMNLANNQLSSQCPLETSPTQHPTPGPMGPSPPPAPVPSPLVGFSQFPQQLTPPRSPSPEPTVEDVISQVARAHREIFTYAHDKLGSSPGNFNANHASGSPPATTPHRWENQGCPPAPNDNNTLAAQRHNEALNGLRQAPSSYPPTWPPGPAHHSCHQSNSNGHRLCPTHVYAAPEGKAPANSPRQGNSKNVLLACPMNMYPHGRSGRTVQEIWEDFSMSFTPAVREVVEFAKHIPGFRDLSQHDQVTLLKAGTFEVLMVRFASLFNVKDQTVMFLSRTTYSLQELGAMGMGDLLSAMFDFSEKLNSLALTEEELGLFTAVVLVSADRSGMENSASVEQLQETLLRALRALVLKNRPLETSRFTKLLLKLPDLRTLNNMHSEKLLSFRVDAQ
ARFGAP1 inhibitor: inhibitors of rat ARFGAP1. Arfgap1-stimulated ARF1 GTP hydrolysis, GDP FP detection. inhibition, % at 16.5 µM. 360,000 compounds, 0.26% hits;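 active = inhibition above a per-plate limit, mean inhibition of low control wells plus 3 SD, cut at about 25% in these data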;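 also: 0% = DMSO wells with enzyme and 100% = wells lacking Arfgap1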
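Replicates: Single well per compound | Assay system: Truncated rat Arfgap1 GAP domain | Control set: No-Arfgap1 wells (100%) versus DMSO full-reaction wells (0%) | Times: Enzyme reaction 120 min at 25 °C after 20 min preincubation | Reagent: Human ARF1(Δ1-17)-GTP substrate | Measured by: Tracer-displacement fluorescence polarization with EDTA stop, 620/688 nm | Measure: Percent inhibition of Arfgap1-stimulated GTP hydrolysis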
HTRA1 inh: inhibitors of human serine peptidase HTRA1; Q92743; recombinant HTRA1, FP-rhodamine activity-based probe, fluorescence polarization; inhibition, % at 5.96 µM; 340,000 compounds, 0.5% hits; AID 504803; in the data active = inhibition above about 36%;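 also: 0% = enzyme with DMSO and 100% = wells lacking enzyme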
NPR1 activator: GC-A (human) enzyme activation; HEK293 GC-A cells, cGMP TR-FRET, EC30 ANP; 0% at EC30 ANP, 100% saturating ANP; activation, % at 10 µM; 370,000 compounds, 0.14% hits; P16066; AID 1671463; in the data active = activation above about 40%
GC-B act: GC-B (human) receptor activation | AID 1920062 | HEK293-GC-B cells, CNP EC30, cGMP TR-FRET; 0% at EC30 CNP, 100% saturating CNP | 370,000 compounds, 0.11% hits | activation, % at 10 µM | P20594;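 active = activation at 10 µM reaching about 35% in either raw or pattern-adjusted values, limit read from the data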
PG9 binder: small molecules binding HIV-1 gp120 antibody PG9; TR-FRET gp120-PG9 antibody binding; inhibition, % at 6.7 µM; 360,000 compounds, 0.43% hits; in the data active = inhibition above about 8.5%
rCAG RNA binder: binds r(CAG) RNA repeats. r(CAG) RNA repeat, TO-PRO-1 dye displacement fluorescence. inhibition, % at 3 µM. 370,000 compounds, 1.3% hits;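 active = inhibition above the plate cutoff, the mean of all test compounds on that plate plus 3 SD, cut at about 35% in these data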;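 also: 0% = DMSO alone and 100% = 100 µM mitoxantrone as full dye displacement; higher means more dye released from RNA so lower well fluorescence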
ABHD4 inh: inhibits mouse alpha/beta hydrolase domain 4; 370,000 compounds, 0.54% hits; Q8VD66; AID 720543; purified mABHD4, FP-Rh probe fluorescence polarization; inhibition, % at 8.92 µM;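 active = inhibition exceeding the mean over every tested compound plus 3 SD, cut at about 30% in these data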;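 also: 0% = plate median of compound wells and 100% = S159A mutant with DMSO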
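Test system: mouse ABHD4 enzyme, wild type. Reagent: FP-Rh fluorescent activity-based probe, added after compound pre-incubation. Timing: pre-incubation 45 min, probe exposure 60 min, at 25 °C. Technique: FP readout, ex 525 nm / em 598 nm. Benchmarks: high control S159A mutant with DMSO, low control median of compound wells.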
SMARCA2 act: activators of SMARCA2 function; MG213 cells, MMTV-luciferase reporter, dexamethasone, overnight; activation, % at 9.1 µM; 370,000 compounds, 1% hits; in the data active = activation above about 7.8%;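 also: 0% = vehicle wells and 100% = reference activator wells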
ASAP1 GAP inh: inhibitors of human ASAP1 ArfGAP activity; Q9ULH1; ASAP1-stimulated ARF1 GTP hydrolysis, GDP FP detection; inhibition, % at 16.5 µM; 360,000 compounds, 0.19% hits; in the data active = inhibition above about 25%;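 also: 0% = vehicle with enzyme and substrate and 100% = no enzyme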
Target sequence (Q9ULH1 325-724 limits assumed): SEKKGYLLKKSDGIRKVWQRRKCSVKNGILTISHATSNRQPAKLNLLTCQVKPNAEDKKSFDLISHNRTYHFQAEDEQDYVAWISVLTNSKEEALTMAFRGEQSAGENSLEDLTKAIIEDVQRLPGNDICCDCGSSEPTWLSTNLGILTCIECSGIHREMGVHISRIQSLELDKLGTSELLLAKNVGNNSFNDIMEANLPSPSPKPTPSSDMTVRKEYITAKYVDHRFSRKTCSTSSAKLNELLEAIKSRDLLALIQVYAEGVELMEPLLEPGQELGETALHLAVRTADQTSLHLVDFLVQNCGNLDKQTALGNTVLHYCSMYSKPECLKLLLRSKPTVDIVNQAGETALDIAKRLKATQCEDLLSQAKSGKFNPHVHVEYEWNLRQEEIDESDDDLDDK
Numbers without * were called inactive; · = no result given.

SMILES	Rev-erbA mod	ARFGAP1 inhibitor	HTRA1 inh	NPR1 activator	GC-B act	PG9 binder	rCAG RNA binder	ABHD4 inh	SMARCA2 act	ASAP1 GAP inh
Cc1cccc(NC(=O)c2cn(-c3ccccc3)nc2-c2ccccc2)c1	-4	3	-28	-6	-2	0.2	-3	4	-4	5
COc1cccc(C2CC(c3ccc(Br)cc3)=NN2C(=O)c2ccncc2)c1OC (centres undefined)	0	6	-33	-3	-3	-0.2	3	6	-5	-1
CCCOc1ccc(CNC(=O)Cn2c(=O)oc3ccccc32)cc1	6	7	4	4	1	0.8	-1	3	-5	3
CC1=CC2=NC(=O)/C(=C/c3coc4ccccc4c3=O)C(=N)N2O1	3	-4	·	1	3	-2.1	-67	2	5	3
O=C(Nc1ccc2nc(-c3ccccc3)oc2c1)c1ccco1	4	12	-21	-10	-6	-0.8	5	-4	0	-1
C=CCN(c1ccc(F)cc1)S(=O)(=O)c1cc(C(=O)OCC(=O)N(C)C2CCS(=O)(=O)C2)ccc1Cl (centres undefined)	2	-1	-3	2	1	-0.9	5	-4	-1	6
CCCOc1ccc(N2C(=O)CC(SCc3nc4ccccc4[nH]3)C2=O)cc1 (centres undefined)	-2	1	2	-2	2	-1.2	2	-2	-3	-1
CCOc1ccc(-c2nc(CN3CCCC(C(=O)N4CCOCC4)C3)c(C)o2)cc1 (centres undefined)	9	1	-3	2	4	-1.2	-5	-9	2	-21
CCCCN(C)c1c(C)nc2ccc(C(=O)NC3CCN(C)CC3)cn12	2	-6	·	-2	0	1.1	-1	-12	-2	1
CCCOc1ccc(/C=C2/C(=O)ON=C2C)cc1OCC	1	-2	5	35	19	0.1	-2	9	0	-6
CC(=O)n1cc(Nc2ccc([N+](=O)[O-])cc2)c2ccccc21	-2	-6	-4	-3	-8	-1.5	2	7	-2	15
COc1ccc(CNC(=O)Cn2cnc3c(=O)n(C)c(=O)n(C)c32)cc1	1	-11	-1	1	0	1.8	1	5	4	9
COc1ccc(NC(=O)CN(C)C(=O)c2cccc(S(=O)(=O)Nc3ccc(F)cc3)c2)cc1	-6	6	-4	0	-5	0.2	8	4	-1	0
COc1ccc(CC(=O)NNC(=O)CSc2nnc(Cc3ccc(OC)cc3)n2-c2ccccc2)cc1	1	1	2	2	-1	1.2	-5	-5	-4	-8
c1ccc(N2CCN(c3nc4ccccc4[nH]3)CC2)nc1	-7	11	4	2	-2	0.8	-1	-2	5	-7
Cc1cc(C)cc(NC(=O)CSc2nc(CSc3ccc(Cl)cc3)cc(=O)[nH]2)c1	0	11	-15	-2	-6	-1.2	10	-4	-4	26*
CC1(C)CNC(=O)CC(C)(C)N1O	-3	-14	2	2	-4	0.5	2	5	-1	-6
COc1ccc(-c2cc(C(=O)Nc3cccc(C(C)=O)c3)no2)cc1	11	-3	0	-1	-5	-0.6	3	-6	-1	-9
CC(C)c1nc(Cl)c(C#N)c2c1COC(C)(C)C2	1	0	4	0	-4	1.8	-5	6	0	-6
Cc1ccc2c(c1)CCCN2S(=O)(=O)c1cccc(C(=O)Nc2ccccc2C(=O)O)c1	-5	-5	-84	-2	6	-0.4	83*	-79	0	-2
C#CCNC(=O)C[C@H]1C[C@@]2(C(=O)OC)C(=C[C@H](COCc3ccccc3)O[C@@H]2C)N(Cc2cccc3ccccc23)C1=O	4	·	·	-2	5	·	8	-5	-4	·
COc1cccc(NC(=O)CN(C)C(=O)CCc2nc3sc4c(c3c(=O)[nH]2)CCCC4)c1	-4	3	1	0	0	0.3	9	-2	0	9
O=C(COC(=O)c1ccc(NC(=O)C2CC=CCC2C(=O)O)cc1)c1ccccc1 (centres undefined)	2	3	1	6	-1	-1.3	21	-4	2	1
C#CCNC(=O)C1=C[C@H](C)C[C@H](OCc2ccc(CO)cc2)O1	2	-6	-1	0	1	-1.8	-1	5	2	0
COC(=O)[C@H](C(C)C)N1Cc2nnn(Cc3ccc(C)cc3)c2-c2cc(F)ccc2S1(=O)=O	0	·	·	-1	-2	·	0	-2	-4	·

Compounds from the list above with four or more nitrogen atoms, in the order listed:
SMILES	Rev-erbA mod	ARFGAP1 inhibitor	HTRA1 inh	NPR1 activator	GC-B act	PG9 binder	rCAG RNA binder	ABHD4 inh	SMARCA2 act	ASAP1 GAP inh
CCCCN(C)c1c(C)nc2ccc(C(=O)NC3CCN(C)CC3)cn12	2	-6	·	-2	0	1.1	-1	-12	-2	1
COc1ccc(CNC(=O)Cn2cnc3c(=O)n(C)c(=O)n(C)c32)cc1	1	-11	-1	1	0	1.8	1	5	4	9
COc1ccc(CC(=O)NNC(=O)CSc2nnc(Cc3ccc(OC)cc3)n2-c2ccccc2)cc1	1	1	2	2	-1	1.2	-5	-5	-4	-8
c1ccc(N2CCN(c3nc4ccccc4[nH]3)CC2)nc1	-7	11	4	2	-2	0.8	-1	-2	5	-7
COc1cccc(NC(=O)CN(C)C(=O)CCc2nc3sc4c(c3c(=O)[nH]2)CCCC4)c1	-4	3	1	0	0	0.3	9	-2	0	9
COC(=O)[C@H](C(C)C)N1Cc2nnn(Cc3ccc(C)cc3)c2-c2cc(F)ccc2S1(=O)=O	0	·	·	-1	-2	·	0	-2	-4	·

Structures above that bear a hit mark in ASAP1 GAP inh:
Structure | Rev-erbA mod | ARFGAP1 inhibitor | HTRA1 inh | NPR1 activator | GC-B act | PG9 binder | ABHD4 inh | SMARCA2 act | ASAP1 GAP inh
Cc1cc(C)cc(NC(=O)CSc2nc(CSc3ccc(Cl)cc3)cc(=O)[nH]2)c1 | 0 | 11 | -15 | -2 | -6 | -1.2 | -4 | -4 | 26*

Five entries out of the list above, ordered by the value under NPR1 activator, rising.
canonical_smiles | NPR1 activator
COc1cccc(C2CC(c3ccc(Br)cc3)=NN2C(=O)c2ccncc2)c1OC (centres undefined) | -3
COc1ccc(-c2cc(C(=O)Nc3cccc(C(C)=O)c3)no2)cc1 | -1
CC1(C)CNC(=O)CC(C)(C)N1O | 2
CCCOc1ccc(CNC(=O)Cn2c(=O)oc3ccccc32)cc1 | 4
CCCOc1ccc(/C=C2/C(=O)ON=C2C)cc1OCC | 35

(list continues)
SMILES	Rev-erbA mod	ARFGAP1 inhibitor	HTRA1 inh	NPR1 activator	GC-B act	PG9 binder	rCAG RNA binder	ABHD4 inh	SMARCA2 act	ASAP1 GAP inh
Cc1cc(-c2nnc(SCC(=O)Nc3ccccn3)o2)no1	2	-2	0	1	3	-1.1	-1	2	-1	-12
CCn1cnc2sc(C(=O)Nc3ccc4c(c3)OCO4)c(C)c2c1=O	0	2	-3	5	-1	0.8	5	0	5	10
CC(C)Cn1c(CNC(=O)c2ccccc2)nc2ccccc21	1	-10	-2	-1	1	1.3	-4	1	1	-15
CCn1c(SCC(=O)Nc2nc3ccc(OC)cc3s2)nc2c1c(=O)n(C)c(=O)n2C	-2	0	-11	10	2	2.4	6	4	-1	-5
COc1ccccc1Oc1nc([N+](=O)[O-])nn1CC(N)=O	-3	-4	8	-2	0	-1.3	-4	-5	-1	7
C=CCCC(=O)N[C@H]1CC[C@@]23CCCN2C(=O)CCC[C@H]3[C@H]1CCC	2	·	·	-6	-2	·	·	0	·	·
COc1ccc(-c2csc(NC(=O)c3ccccc3NS(=O)(=O)c3ccc(C)cc3)n2)cc1	0	13	-50	-2	1	-0.9	85*	-32	-3	9
CCN(CC)CCCNC(=S)N1CCN(c2nc3ccccc3n2CC)CC1	2	-2	-8	-1	0	-1.5	-5	0	3	-11
C/C(Cl)=C/Cc1c(C)[nH]c2c(ccc3ccccc32)c1=O	-7	-10	-2	9	22	0.9	0	5	-2	6
COc1ccc(/C=C2\N=C(c3c(-c4ccccc4)noc3C)OC2=O)cc1OC	-1	-8	10	-3	-5	-0.3	21	8	-2	16
CCOc1cccc(Oc2ccc(C(F)(F)F)cn2)c1	0	4	6	2	7	0.1	2	-5	-2	-7
Cc1ccc(C)c(N/C=C(\C#N)c2nc3ccccc3o2)c1	5	0	-1	-4	3	0.7	3	1	-1	-4
CCOC(=O)c1[nH]cc(-c2ccccc2)c1N1CCOCC1	-3	-6	-4	3	-3	0.7	-4	2	-2	6
CN(c1ccccc1)S(=O)(=O)c1cccc(NC(=O)C2CC(=O)N(Cc3ccccc3)C2)c1 (centres undefined)	4	-1	-17	-3	6	0.8	0	-2	0	9
O=C1CN(S(=O)(=O)c2cc(C(=O)O)ccc2Cl)c2ccccc2N1	-3	8	2	1	-1	-1.4	2	1	0	-11
COc1ccc(NC(=O)CCC(=O)NCc2ccco2)c([N+](=O)[O-])c1	-3	-2	2	2	-3	-1.1	-3	5	2	1
CCCCCCc1c(O)c2ccccc2[nH]c1=O	1	-1	9	-1	2	-1.8	-1	12	-2	-8
CC(C)C1CC2=C(C(=O)OC(C)(C)O2)C(c2ccc(Cl)cc2)O1 (centres undefined)	1	-2	·	-9	-4	-2.2	-1	-6	-1	2
Cc1cc(C(F)(F)F)c(C#N)c(SCC(=O)Nc2nc3ccccc3s2)n1	7	-1	-14	4	4	-0.9	0	8	-7	8
CC1=CCC(C(=O)O)(C(=O)N/N=C/c2cccs2)C(c2ccc(Cl)cc2)C1 (centres undefined)	3	-3	-33	-7	-3	-0.7	28	-18	-3	11
O=C(CS(=O)(=O)c1c[nH]c2ccccc12)N1CCCCC1	-6	-10	4	-1	-1	-1.2	3	1	5	4
COc1cccc(-c2csc(Nc3ccc(Oc4ccccc4)cc3)n2)c1	2	5	·	6	4	0.9	12	22	-3	9
CCOc1ccc(S(=O)(=O)N2CCN(C)CC2)c(C)c1C	-4	-5	2	4	-3	0.7	-11	4	1	-5
O=C(C[n+]1ccccc1)N1c2ccccc2Sc2ccccc21	-1	-4	-4	2	2	-3.7	-4	2	-4	3
NC1=NS(=O)(=O)NC1c1ccc(Br)cc1 (centres undefined)	4	11	-1	5	0	-0.4	0	6	-3	1
O=C(C[n+]1cnn(CC(=O)c2ccc(Cl)cc2Cl)c1)c1ccc([N+](=O)[O-])cc1	-8	4	20	3	-2	-0.8	18	14	1	9
COc1ccc(S(=O)(=O)N2CCOC23CCN(S(=O)(=O)c2ccc(Cl)cc2)CC3)cc1	4	-7	-11	-3	6	-0.8	0	1	-1	-7
O=C1NC[C@@H](CCCCN2C[C@H](Cc3ccccc3)N(CCc3ccccc3)C(=O)C2=O)N(Cc2ccccc2)C1=O	10	-5	·	5	0	1.5	3	8	-5	0
COc1ccc(S(=O)(=O)N2CCN(c3ccccn3)CC2)c(OC)c1	0	-14	-6	-1	-1	-1.4	0	-3	-4	-12
